TRHR PAM = TRH receptor (human) allosteric enhancement | P34981 | TRHR cells, fluo-8 calcium fluorescence, EC20 TRH enhancement | enhancement, % at 2 µM | 360,000 compounds, 0.66% hits; in the data active means enhancement above about 30%; further: 0% is about no effect
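Enhancer read-out: after compound pinning and an initial kinetic agonist-mode read, an EC20 of TRH (10 nM final) was injected and fluo-8 calcium signal (Ex 480/Em 530) followed at 1 s/cycle for 100 cycles in TRHR-expressing cells.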
D2 agonist = agonists of human D2 dopamine receptor. P14416. HEK293 T-REx D2 cells, calcium flux agonist mode. activation, % at 2 µM. 340,000 compounds, 0.53% hits. AID 485358;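 active means activation over 3 SD above normal in the single-dose calcium agonist read, cut at about 30% in these data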; further: 0% is about no effect
Target sequence (P14416 whole entry, looked up): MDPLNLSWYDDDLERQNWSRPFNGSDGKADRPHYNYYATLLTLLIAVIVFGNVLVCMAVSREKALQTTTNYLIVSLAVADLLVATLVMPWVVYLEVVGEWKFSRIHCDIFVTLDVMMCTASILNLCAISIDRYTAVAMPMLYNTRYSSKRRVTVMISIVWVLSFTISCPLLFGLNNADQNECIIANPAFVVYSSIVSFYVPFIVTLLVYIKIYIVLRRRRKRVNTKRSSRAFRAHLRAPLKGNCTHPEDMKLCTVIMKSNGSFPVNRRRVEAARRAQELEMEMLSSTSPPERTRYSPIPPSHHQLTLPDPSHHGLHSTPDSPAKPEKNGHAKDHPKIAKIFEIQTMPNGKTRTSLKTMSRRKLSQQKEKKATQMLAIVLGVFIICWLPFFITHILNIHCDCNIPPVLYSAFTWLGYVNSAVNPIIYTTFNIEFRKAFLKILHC
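HEK293 Trex D2 cells, tetracycline-induced, o/n 30 C 5% CO2; no-wash Ca dye, RT 30–90 min; 10-cycle baseline, 23 nl cpd added, kinetic Ca read 180 s; agonist hits = positive Ca response.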
D2 antag = antagonizes the human D2 dopamine receptor; P14416; HEK293 TREx D2 cells, calcium flux, dopamine EC80; inhibition, % at 10 µM; 340,000 compounds, 2% hits; in the data active means inhibition above about 30%; further: 0% is about no effect
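Calcium mobilization kinetics were recorded at 1 s intervals in tetracycline-induced HEK293 T-REx D2 cells, first for 180 s after compound addition and then 180 s after EC80 dopamine.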
D1 potentiator = enhances dopamine response at the human D1 receptor. 360,000 compounds, 0.036% hits. P21728. potentiation, % at 10 µM. AID 504651. HEK293 TREx D1 cells, calcium flux, dopamine EC20 potentiation; in the data active means potentiation above about 30%; further: 0% is about no effect
Target sequence (P21728 whole entry, looked up): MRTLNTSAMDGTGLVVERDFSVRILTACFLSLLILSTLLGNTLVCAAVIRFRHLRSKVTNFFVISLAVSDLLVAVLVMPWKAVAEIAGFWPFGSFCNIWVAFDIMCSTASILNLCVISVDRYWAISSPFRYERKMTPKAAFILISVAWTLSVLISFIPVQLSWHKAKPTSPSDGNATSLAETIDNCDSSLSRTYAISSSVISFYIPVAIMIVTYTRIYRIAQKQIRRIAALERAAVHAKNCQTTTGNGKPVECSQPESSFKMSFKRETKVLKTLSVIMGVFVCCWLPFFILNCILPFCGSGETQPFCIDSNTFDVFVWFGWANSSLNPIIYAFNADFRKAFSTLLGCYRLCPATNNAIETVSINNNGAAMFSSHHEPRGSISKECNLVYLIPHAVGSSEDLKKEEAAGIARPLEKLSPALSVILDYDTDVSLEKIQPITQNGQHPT
D1 antagonist = blocks dopamine activation of the human D1 receptor | 360,000 compounds, 3.2% hits | AID 504652 | HEK293 TREx D1 cells, calcium flux, dopamine EC80; active compounds read low | activity change, negative = inhibition, % at 10 µM; in the data active means activity change below about -30%; further: on the % scale 0 is the no-effect control and ±100 the full control effect
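Calcium flux readout: force-coupled, inducible Hek293 Trex D1 line, cells induced overnight at 30 C with tetracycline, dye-loaded 30–90 min at RT. Antagonism scored against EC80 dopamine challenge given 180 s after compound.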
RXFP1 antag = antagonists of human relaxin receptor RXFP1. HEK293-RXFP1, relaxin-stimulated cAMP HTRF, 30 min; active compounds read low. Q9HBX9. 350,000 compounds, 0.59% hits. activity change, negative = inhibition, % at 57.5 µM;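 active means activity change of -60% or lower, but not beyond a set lower limit; inconclusive means change between -60% and -40%, or beyond the set limit; inactive means change above -40%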; further: on the % scale 0 is the no-effect control and ±100 the full control effect
D1 agonist = agonists of human D1 dopamine receptor; HEK293 T-REx D1 cells, calcium flux, agonist mode; activation, % at 2 µM; 360,000 compounds, 1% hits; AID 504660; in the data active means activation above about 30%; further: 0% is about no effect
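Agonism was scored from calcium flux recorded over 180 s (1 read/s) after pintool compound addition, following a 10-cycle baseline. Cells were inducible force-coupled HEK293 TREx D1, plated overnight at 30 C and loaded with no-wash calcium dye.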
RXFP1 agonist = activates the human relaxin receptor RXFP1; Potency, µM (series often up to 57.5 µM), without a hit: top-dose activation, actives largely listed as activators; HEK293T-RXFP1 cAMP TR-FRET, 30 min; response scale: percent of porcine relaxin response, buffer zero; Q9HBX9; AID 2676; 370,000 compounds, 0.3% hits; active means well fitted activation curve with a large enough effect; inconclusive means small, poorly fitted or top-dose-only effect; further: potency means the concentration at half of the fitted maximal effect; on the % scale 0 is the no-effect control and ±100 the full control effect; nearly all actives have a fitted effect of over 60% in size; many of its hits are not listed in these tables
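HEK293T cells stably expressing RXFP1 were pretreated with the PDE4 inhibitor Ro 20174, exposed to compounds for 30 min at 37C, lysed, and cAMP was read by TR-FRET. Data normalized to buffer (basal) and 29 nM porcine relaxin (100%).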
D2 PAM = positively modulates the human D2 dopamine receptor allosterically. 340,000 compounds, 0.34% hits. potentiation, % at 10 µM. HEK293 T-REx D2, calcium flux, EC20 dopamine potentiation. P14416;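 active means potentiation over 3 SD above the plate norm, cut at about 30% in these data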; further: 0% is about no effect
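Potentiation of an EC20 dopamine calcium response is measured in a force-coupled, tetracycline-inducible Hek293 Trex D2 line. Compound-only kinetic reads over 180 s flag agonists before dopamine addition.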
Numbers without * were called inactive; ? = inconclusive; . = not tested or not shown; & = joins results of further samples. These rows are one share of the data. The share of hits here may be higher or lower than overall.

SMILES	TRHR PAM	D2 agonist	D2 antag	D1 potentiator	D1 antagonist	RXFP1 antag	D1 agonist	RXFP1 agonist	D2 PAM
COc1ccc(Br)cc1-c1noc(-c2ccncc2)n1	-4	0.3	-9	0	19	9	3	3.5%	4
O=C(NCc1ccco1)C1CCN(S(=O)(=O)c2ccc(-n3cnnn3)cc2)CC1	-8	0.0	14	-9	-25	-6	0	0.0%	-12
COc1ccc(Nc2cc(Sc3ccc(OC)cc3)ncn2)cc1	-5	0.3	14	-7	-25	-7	2	-2.8%	4
Cc1ccc2oc(-c3ccc(NC(=O)c4ccncc4)cc3O)nc2c1	1	-0.4	1	1	2	1	2	17%	2
COc1ccc(NC(=O)CN(C)S(=O)(=O)c2cnc[nH]2)cc1Cl	0&2	1.0&-0.4	12	-2&-3	-1&-10	?	3&1	1.2%&1.2%	9&0
CCOC(=O)c1c(C)[nH]c(C)c1S(=O)(=O)N1c2ccccc2CC1C (configuration not stated)	0	22	4	-3	16	15	1	1.7%	-10
CC(=O)NC(Cc1ccc(O)cc1)C(=O)NN (configuration not stated)	-4	1.4	7	-7	-1	-8	4	0.1%	2
CC(C)(C)c1nnc(NC(=O)CN2C(=O)C3C4C=CC(C4)C3C2=O)s1 (configuration not stated)	-2	0.3	-9	1	-1	-12	3	-1.1%	0
CCCn1nnc(NC(=O)c2ccc(OCC)c(Cl)c2)n1	2	0.1	-4	0	-10	-3	0	1.3%	-8
COc1ccc(C2=NN(c3nc(-c4ccc(CNC(C)=O)cc4)cs3)C(c3ccco3)C2)cc1 (configuration not stated)	3	-0.6	11	-8	-17	-17	2	-0.8%	-3
CCCOP(=O)(c1ccc(N(C)C)cc1)C(O)c1cc(OC)ccc1OC (configuration not stated)	-9	0.2	17	-4	0	7	5	2.5%	-1
O=C(Cc1ccc(Cl)cc1Cl)OCC(=O)c1ccc[nH]1	-11	0.6	-14	-7	-5	-10	0	1.4%	3
O=C(Cn1nc2sc3ccccc3n2c(=O)c1=O)c1cccs1	-6	0.2	9	-3	-9	-8	2	7.6%	-5
Cc1ccc(-n2c(C)cc(/C=C3\SC(=O)NC3=O)c2C)cc1	-2	-2.4	-5	-6	-36*	-14	10	0.1%	-11
CCOC(=O)C1=C(CN2c3ccccc3CC2C)NC(=O)NC1c1ccccc1 (configuration not stated)	5	1.1	-8	0	-11	3	3	3.9%	20
CC(C)CCOC(=O)C1C(c2ccccc2)C(C(=O)O)C1c1ccccc1 (configuration not stated)	6	0.2	-3	-1	6	-7	0	0.0%	-2
CSc1ncccc1C(=O)OCC(=O)Nc1cc(C(F)(F)F)ccc1N1CCOCC1	-3	0.5	1	0	-8	-5	3	2.4%	5
FC(F)(F)COc1ccc(-c2nnc(SCc3ccccc3)o2)cn1	-3	0.1	3	2	-1	10	0	-0.5%	11
CC(=O)NS(=O)(=O)c1ccc(NC(=O)COc2ccc(C(=O)c3ccccc3)cc2)cc1	-5	0.4	-1	-7	-16	.	7	5.3%	1
CC(=O)Nc1cc(C(=O)OCC(=O)c2ccccc2)ccc1C	-8	0.0	-1	-5	-1	-10	6	0.0%	-7
CCOCCCn1c(=NC(=O)c2cccnc2)c(C(=O)OCC)cc2c(=O)n3ccccc3nc21	-3	.	.	3	-2	-2&-2	1	7.3%	.
CCCC(=O)Nc1nnc(SCC(=O)Nc2ccc3c(c2)OCO3)s1	8	-1.7	-1	-4	29	-2	1	-1.2%	2
COc1ccc(NS(=O)(=O)c2ccc(-c3cnc(C4CC4)o3)cc2)cc1Cl	0	-0.9	.	0	-21	.	5	0.1%	-1
CCOc1ncccc1C(=O)OCC(=O)c1cccs1	3	.	.	1	.	-2	0	0.1%	-18
COc1ccccc1N1CCN(Cc2ccsc2)CC1	3	56*	104*	0	-1	-4	3	0.6%	-31
COc1ccc(C(=O)C(C)OC(=O)c2nc3nccc(C)n3n2)cc1 (configuration not stated)	6	0.0	15	-1	10	-2	-1	5.4%	11
Cc1sc2nc(CSc3n[nH]c(N)n3)[nH]c(=O)c2c1C	-4	1.2	3	1	-14	-3	0	-0.7%	1
CCc1cc(=O)oc2c(C)c(O[C@@H]3O[C@H](CO)[C@@H](O)[C@H](O)[C@H]3O)ccc12	0	0.7	-3	1	3	-2	3	2.1%	0
Cc1c(O)ccc2c(-c3ccccc3)cc(=O)oc12	10	-0.8	-22	-16	-22	8	13	3.8%	-2
O=C(c1ccco1)N1CCN(C(=O)C2CCCc3c2[nH]c2ccc(Cl)cc32)CC1 (configuration not stated)	4	-0.6	-19	-3	5	-9	0	-0.5%	3
COc1cc(/C=C(/C#N)c2ccc(F)cc2)ccc1OCc1ccc(C(=O)O)o1	-3	0.6	4	0	20	4	1	-0.6%	1
O=C(O)CCSc1ccc2ccccc2n1	1&2	0.3&-0.4	6&0	-6&-1	-1&9	23&35	3&0	18µM*	4&4
O=C(CSc1nncs1)Nc1ccc2[nH]c(=O)[nH]c2c1	-7	-0.3	-10	-5	13	-3	-1	-1.4%	11
Cn1c(Cl)nc2c1c(=O)n(Cc1cccc(Br)c1)c(=O)n2C	0	-0.8	-1	5	19	13	4	4.2%	18
O=[N+]([O-])c1ccc(S(=O)(=O)CC(CN2CCCCC2)N2CCCCC2)cc1 (configuration not stated)	-3	7.7	16	-5	-6	-2	2	2.2%	-10
CCOc1ccc2nc(NC(=O)CN3CCN(CC)CC3)sc2c1	7	0.8	-2	2	0	5	4	-0.4%	8
CCO[C@H]1OC(C(=O)N2CCN(Cc3ccc4c(c3)OCO4)CC2)=C[C@@H](C2CC2)[C@@H]1CCCO	25	0.1	6	4	5	.	-3	-2.4%	10
Clc1ccc(CNC2CCCC2)cc1	0	0.5	15	-4	4	-23	4	-0.2%	-2
COc1ccc(NC(=O)CN(CC(=O)Nc2ccc(OC)cc2)C(C)(C)CO)cc1	-14	1.1	-14	-3	9	5	2	-0.4%	3
Cc1ccccc1C(=O)Nc1cccc(C(=O)N/N=C/c2ccccn2)c1	-2	0.7	-4	-5	-3	-8	1	5.1%	3
Cc1ccc(C(=O)Nc2nnc(CC(=O)N/N=C/c3ccc(O)c(O)c3)s2)cc1	-9	-0.1	16	-5	0	-7	1	-0.2%	-6
CC(=O)C1=C(O)C(=O)N(c2cccc(C(=O)O)c2)C1c1ccccc1F (configuration not stated)	-4	0.5	6	4	-87*	-7	3	7.2%	3
CSc1ccccc1C(=O)N1CCC2(CC1)CC(=O)c1ccccc1O2	5	-0.7	-2	2	-2	7	14	0.1%	10
O=C(O)C1C2C=CC(C2)C1C(=O)NCc1ccccc1 (configuration not stated)	4	0.1	3	3	-5	.	0	0.2%	-5
CC(C)Oc1ccc(C(=O)NC2(C(F)(F)F)NC(=O)N(CCCc3ccccc3)C2=O)cc1 (configuration not stated)	2	1.1	-2	-5	-18	.	1	-0.1%	-3
CC(C)CC1NC2(C(=O)N(C)c3ccccc32)C2C(=O)N(C(C)C)C(=O)C12 (configuration not stated)	-5	-0.1	-5	-1	3	.	2	0.3%	3
COc1ccc(NC(=O)COc2cccc(-n3cnnn3)c2)cc1Cl	2	.	.	0	-7	-15	6	0.3%	.
COc1cccc(-c2noc(CCC(=O)NC3CCCC3)n2)c1	-1	-0.9	-1	4	-2	-3	2	0.3%	3
Nc1c(C(=O)Nc2ccccc2Cl)nnn1-c1ccc2c(c1)OCCO2	17	0.8	5	-6	-6	-15	6	-0.6%	-9
O=C(COC(=O)C1CCC1)NCc1ccccc1	-5	0.5	-11	4	-2	0	-2	0.4%	-3
Cc1csc(=O)n1CCC(=O)OCC(=O)c1ccc(Br)cc1	3	0.0	0	-1	0	-15	3	4.6%	9
O=C(Cn1nnc(-c2ccccc2)n1)N/N=C/c1cc([N+](=O)[O-])c(Cl)cc1Cl	-1	0.3	0	-10	3	10	0	0.2%	0
COc1cc2nc(NC(=O)c3ccccc3)[nH]c(=O)c2cc1OC	1	-0.1	7	-6	9	5	1	1.9%	-14
Cc1cc(C)c2[nH]c(=O)c(CN(Cc3cccs3)C(=S)NCc3ccco3)cc2c1	6	1.8	-10	1	16	-9	9	1.3%	-2

Given with bars between the fields: entries from further up
molecule | TRHR PAM | D2 agonist | D2 antag | D1 potentiator | D1 antagonist | RXFP1 antag | D1 agonist | RXFP1 agonist | D2 PAM
O=C(Cn1nc2sc3ccccc3n2c(=O)c1=O)c1cccs1 | -6 | 0.2 | 9 | -3 | -9 | -8 | 2 | 7.6% | -5
Cc1ccc(-n2c(C)cc(/C=C3\SC(=O)NC3=O)c2C)cc1 | -2 | -2.4 | -5 | -6 | -36* | -14 | 10 | 0.1% | -11
CCOC(=O)C1=C(CN2c3ccccc3CC2C)NC(=O)NC1c1ccccc1 (configuration not stated) | 5 | 1.1 | -8 | 0 | -11 | 3 | 3 | 3.9% | 20
CC(C)CCOC(=O)C1C(c2ccccc2)C(C(=O)O)C1c1ccccc1 (configuration not stated) | 6 | 0.2 | -3 | -1 | 6 | -7 | 0 | 0.0% | -2
CSc1ncccc1C(=O)OCC(=O)Nc1cc(C(F)(F)F)ccc1N1CCOCC1 | -3 | 0.5 | 1 | 0 | -8 | -5 | 3 | 2.4% | 5
FC(F)(F)COc1ccc(-c2nnc(SCc3ccccc3)o2)cn1 | -3 | 0.1 | 3 | 2 | -1 | 10 | 0 | -0.5% | 11
CC(=O)NS(=O)(=O)c1ccc(NC(=O)COc2ccc(C(=O)c3ccccc3)cc2)cc1 | -5 | 0.4 | -1 | -7 | -16 | . | 7 | 5.3% | 1
CC(=O)Nc1cc(C(=O)OCC(=O)c2ccccc2)ccc1C | -8 | 0.0 | -1 | -5 | -1 | -10 | 6 | 0.0% | -7
CCOCCCn1c(=NC(=O)c2cccnc2)c(C(=O)OCC)cc2c(=O)n3ccccc3nc21 | -3 | . | . | 3 | -2 | -2&-2 | 1 | 7.3% | .
CCCC(=O)Nc1nnc(SCC(=O)Nc2ccc3c(c2)OCO3)s1 | 8 | -1.7 | -1 | -4 | 29 | -2 | 1 | -1.2% | 2
COc1ccc(NS(=O)(=O)c2ccc(-c3cnc(C4CC4)o3)cc2)cc1Cl | 0 | -0.9 | . | 0 | -21 | . | 5 | 0.1% | -1

Assay outcomes (PubChem BioAssay)
